Screens: PubChem BioAssay, several laboratories
JMJD2C inh – inhibitors of human GASC-1 (JMJD2C) demethylase; Q9H3R0; GST-JMJD2C(1-420) H3K9me3 demethylation, DELFIA europium; inhibition, % at 2.35 µM; 330,000 compounds, 0.069% hits;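 active = more than half of a compound's replicate wells show inhibition beyond 50%, single wells judged on their own value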;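 note: signal counts dimethyl H3K9 product captured on neutravidin plate; 0% = median of DMSO wells and 100% = 0.3 times that DMSO median; strong numbers were not always called active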
Target sequence (Q9H3R0 1-420 limits assumed): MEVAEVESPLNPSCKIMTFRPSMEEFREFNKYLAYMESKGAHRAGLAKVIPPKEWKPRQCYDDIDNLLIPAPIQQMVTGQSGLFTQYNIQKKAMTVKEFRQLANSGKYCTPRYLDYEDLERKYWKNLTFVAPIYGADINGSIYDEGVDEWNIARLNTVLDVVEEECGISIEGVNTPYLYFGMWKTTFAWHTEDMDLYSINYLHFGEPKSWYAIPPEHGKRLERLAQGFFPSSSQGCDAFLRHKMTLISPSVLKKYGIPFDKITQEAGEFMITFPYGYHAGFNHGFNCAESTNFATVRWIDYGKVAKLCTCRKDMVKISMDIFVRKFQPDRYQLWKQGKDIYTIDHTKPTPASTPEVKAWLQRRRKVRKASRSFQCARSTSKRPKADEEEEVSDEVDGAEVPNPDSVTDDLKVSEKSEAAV
VLA-4 inh – inhibition in a human VLA-4 binding assay. P13612. VLA-4 expressing cells, ligand binding flow cytometry. inhibition, % (about 7 µM as worked out from the volumes in the protocol). 330,000 compounds, 0.2% hits; in the data active = inhibition above about 50%
AGP1 TOR yeast – alters AGP1-GFP fluorescence in TOR pathway yeast screen. 320,000 compounds, 0.02% hits. AID 2066. S. cerevisiae AGP1-GFP multiplex flow cytometry, 3 h; GFP as percent of DMSO wells. GFP response vs DMSO, % at 10 µM;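 active = GFP response relative to DMSO above a set limit, near screen average plus 3 SD, cut at about 150% in these data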;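 note: median GFP channel fluorescence of the gated AGP1 strain per well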
GRK2 aptamer HTS – blocks RNA aptamer binding to human GRK2. bead flow cytometry, FAM-aptamer displacement from GRK2. P25098. 330,000 compounds, 0.59% hits. inhibition of aptamer binding, % at 10 µM;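 active = inhibition of aptamer binding above 40%, roughly 3 SD of noise, on plates passing a quality check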;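 note: median bead fluorescence of bound FAM aptamer so fluorescent compounds give negative values; no value below 0 was filed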
RPL19A TOR yeast – alters RPL19A-GFP fluorescence in TOR pathway yeast screen; 330,000 compounds, 0.3% hits; percent response vs DMSO, % at 10 µM; S. cerevisiae RPL19A-GFP strain, flow cytometry, 3 h; hits give low values;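 active = percent response vs DMSO below 50%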;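 note: median channel GFP fluorescence of the barcoded RPL19A-GFP strain; ratio of sample median GFP to plate DMSO average so 100% = DMSO; lower means less RPL19A-GFP as with rapamycin TOR inhibition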
LAP4 TOR yeast – yeast TOR pathway LAP4-GFP modulation | S. cerevisiae LAP4-GFP multiplex, flow cytometry GFP, 3 h; median GFP as percent of DMSO wells | GFP response vs DMSO, % at 10 µM | 320,000 compounds, 0.34% hits | AID 2023;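 active = GFP response vs DMSO above a set limit, about the screen mean plus 3 SD, cut at about 150% in these data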
MEP2-GFP yeast – alters MEP2-GFP fluorescence in TOR pathway yeast screen; GFP response vs DMSO, % at 10 µM; AID 2016; 330,000 compounds, 0.51% hits; S. cerevisiae MEP2-GFP strain, flow cytometry GFP, 3 h; 100% = DMSO control level;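 active = GFP response versus DMSO above a set limit, roughly screen mean plus 3 SD, cut at about 180% in these data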;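 note: median GFP fluorescence of the barcode-gated MEP2-GFP cells per well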
CIT2 TOR yeast – alters CIT2-GFP fluorescence in TOR pathway yeast screen | S. cerevisiae CIT2-GFP strain, flow cytometry, 3 h; 100 means same as DMSO wells | 320,000 compounds, 0.065% hits | GFP response vs DMSO, % at 10 µM;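 active = GFP response relative to DMSO above a set limit, near the screen mean plus 3 SD, cut at about 150% in these data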;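 note: ratio of well median GFP fluorescence to mean of DMSO wells on the plate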
* marks the source's active call; other numbers are inactive results; & = joins results of further samples. Compounds were not picked by outcome (roughly 1.7% active in at least one column).

How did Cc1ccc(S(=O)(=O)N2CCCC(C(=O)NCCCN3CCCCC3C)C2)cc1 (stereo unspecified) do in these assays?
JMJD2C inh: 0; VLA-4 inh: 12; AGP1 TOR yeast: 95; GRK2 aptamer HTS: 0; RPL19A TOR yeast: 101; LAP4 TOR yeast: 95; MEP2-GFP yeast: 100

Results for O=C1NC[C@H](c2ccccc2)N(CC2CCCCC2)C1=O ?
JMJD2C inh: 3; VLA-4 inh: 26; AGP1 TOR yeast: 100; GRK2 aptamer HTS: 2; RPL19A TOR yeast: 97; LAP4 TOR yeast: 94; MEP2-GFP yeast: 99; CIT2 TOR yeast: 97

Results for CCOC(=O)N1CCC(NCCNC(=O)c2cccc(F)c2)CC1 ?
JMJD2C inh: 2; VLA-4 inh: -11; AGP1 TOR yeast: 102; GRK2 aptamer HTS: 0; RPL19A TOR yeast: 102; LAP4 TOR yeast: 107; MEP2-GFP yeast: 113; CIT2 TOR yeast: 104

What do the screens show for `Cc1ccc(-c2cc(Cc3cccs3)c(=O)[nH]n2)cc1`?
JMJD2C inh: -32; VLA-4 inh: 23; AGP1 TOR yeast: 98; GRK2 aptamer HTS: 4; RPL19A TOR yeast: 97; LAP4 TOR yeast: 106; MEP2-GFP yeast: 101; CIT2 TOR yeast: 101

What do the screens show for `O=C(NCC(c1ccco1)N1CCOCC1)c1ccc(F)c(F)c1` (stereo unspecified)?
JMJD2C inh: 2; VLA-4 inh: 6; AGP1 TOR yeast: 107; GRK2 aptamer HTS: 1; RPL19A TOR yeast: 96; LAP4 TOR yeast: 115; MEP2-GFP yeast: 90; CIT2 TOR yeast: 90

What do the screens show for `COc1ccc(C(=O)NCC(C)(C)N2CCOCC2)cc1S(=O)(=O)N1CCCC1`?
JMJD2C inh: -3; VLA-4 inh: 34; AGP1 TOR yeast: 91; GRK2 aptamer HTS: 2; RPL19A TOR yeast: 91; LAP4 TOR yeast: 95; MEP2-GFP yeast: 93; CIT2 TOR yeast: 91

Results for CC1=NC(=O)C(N=Nc2ccccc2)N1c1ccccc1 (stereo unspecified) ?
JMJD2C inh: 7; VLA-4 inh: 3; AGP1 TOR yeast: 102; GRK2 aptamer HTS: 2; RPL19A TOR yeast: 94; LAP4 TOR yeast: 95; MEP2-GFP yeast: 101; CIT2 TOR yeast: 108

How did CC(c1ccccc1)C1NC(C(=O)O)CS1 (stereo unspecified) do in these assays?
JMJD2C inh: 2; VLA-4 inh: -480; AGP1 TOR yeast: 88; GRK2 aptamer HTS: 0; RPL19A TOR yeast: 89; LAP4 TOR yeast: 97; MEP2-GFP yeast: 99; CIT2 TOR yeast: 95

How did O=C(COc1ccc(Cl)c2cccnc12)N1CCOCC1 do in these assays?
JMJD2C inh: -2; VLA-4 inh: -5; AGP1 TOR yeast: 103; GRK2 aptamer HTS: 0; RPL19A TOR yeast: 101; LAP4 TOR yeast: 109; MEP2-GFP yeast: 102; CIT2 TOR yeast: 97

How did CCCN1CCN(C(=O)Nc2cccc(C(F)(F)F)c2)CC1 do in these assays?
JMJD2C inh: -3; VLA-4 inh: 1; AGP1 TOR yeast: 99; GRK2 aptamer HTS: 0; RPL19A TOR yeast: 102; LAP4 TOR yeast: 91; MEP2-GFP yeast: 104; CIT2 TOR yeast: 99

How did CC(=O)c1ccc(N(CC(=O)NC2CCCCC2)C(=O)CNC(=O)c2cccs2)cc1 do in these assays?
JMJD2C inh: 8; VLA-4 inh: -6; AGP1 TOR yeast: 99; GRK2 aptamer HTS: 1; RPL19A TOR yeast: 100; LAP4 TOR yeast: 87; MEP2-GFP yeast: 101; CIT2 TOR yeast: 102

How did CC1CCC2(CC1)NC(=O)N(NC(=O)CSc1nnc(NC3CC3)s1)C2=O (stereo unspecified) do in these assays?
JMJD2C inh: -127; VLA-4 inh: -1; AGP1 TOR yeast: 89; GRK2 aptamer HTS: 6; RPL19A TOR yeast: 91; LAP4 TOR yeast: 91; MEP2-GFP yeast: 92; CIT2 TOR yeast: 89

What do the screens show for `CCOC(=O)C1=C(COC(=O)/C=C/c2ccc(OC)c(OC)c2)NC(=O)NC1C` (stereo unspecified)?
JMJD2C inh: 3; VLA-4 inh: -5; AGP1 TOR yeast: 94; GRK2 aptamer HTS: 2; RPL19A TOR yeast: 97; LAP4 TOR yeast: 97; MEP2-GFP yeast: 95; CIT2 TOR yeast: 90

How did CCOC(=O)c1ccc(S(=O)(=O)N2CCN(CC(O)COc3ccc(C#N)cc3)CC2)cc1 (stereo unspecified) do in these assays?
JMJD2C inh: -15; VLA-4 inh: 9; AGP1 TOR yeast: 97; GRK2 aptamer HTS: 1; RPL19A TOR yeast: 103; LAP4 TOR yeast: 95; MEP2-GFP yeast: 110; CIT2 TOR yeast: 99

Results for CCN1C(=O)/C(=C2\SC(=S)N(c3c(C)n(C)n(-c4ccccc4)c3=O)C2=O)c2ccccc21 ?
JMJD2C inh: -2; VLA-4 inh: 8; AGP1 TOR yeast: 100; GRK2 aptamer HTS: 1; RPL19A TOR yeast: 98; LAP4 TOR yeast: 98; MEP2-GFP yeast: 99; CIT2 TOR yeast: 105

Not a retest: an excerpt of the list.
What do the screens show for `COc1ccc(C(=O)NCC(C)(C)N2CCOCC2)cc1S(=O)(=O)N1CCCC1`?
JMJD2C inh: -3; VLA-4 inh: 34; AGP1 TOR yeast: 91; GRK2 aptamer HTS: 2; RPL19A TOR yeast: 91; LAP4 TOR yeast: 95; MEP2-GFP yeast: 93; CIT2 TOR yeast: 91

Results for CC1=NC(=O)C(N=Nc2ccccc2)N1c1ccccc1 (stereo unspecified) ?
JMJD2C inh: 7; VLA-4 inh: 3; AGP1 TOR yeast: 102; GRK2 aptamer HTS: 2; RPL19A TOR yeast: 94; LAP4 TOR yeast: 95; MEP2-GFP yeast: 101; CIT2 TOR yeast: 108

How did CC(c1ccccc1)C1NC(C(=O)O)CS1 (stereo unspecified) do in these assays?
JMJD2C inh: 2; VLA-4 inh: -480; AGP1 TOR yeast: 88; GRK2 aptamer HTS: 0; RPL19A TOR yeast: 89; LAP4 TOR yeast: 97; MEP2-GFP yeast: 99; CIT2 TOR yeast: 95

How did O=C(COc1ccc(Cl)c2cccnc12)N1CCOCC1 do in these assays?
JMJD2C inh: -2; VLA-4 inh: -5; AGP1 TOR yeast: 103; GRK2 aptamer HTS: 0; RPL19A TOR yeast: 101; LAP4 TOR yeast: 109; MEP2-GFP yeast: 102; CIT2 TOR yeast: 97

Continued:
Results for CNC(=O)c1sccc1SCc1ccc(Cl)cc1Cl ?
JMJD2C inh: 1; VLA-4 inh: -16; AGP1 TOR yeast: 98; GRK2 aptamer HTS: 3; RPL19A TOR yeast: 93; LAP4 TOR yeast: 77; MEP2-GFP yeast: 88; CIT2 TOR yeast: 87

How did CCn1c(=O)c2ccccc2n(Cc2ccccc2C)c1=O do in these assays?
JMJD2C inh: -11; VLA-4 inh: 10; AGP1 TOR yeast: 98; GRK2 aptamer HTS: 2; RPL19A TOR yeast: 99; LAP4 TOR yeast: 93; MEP2-GFP yeast: 96; CIT2 TOR yeast: 96

What do the screens show for `CCOc1ccc(N2C(=O)CC(Sc3nc(O)c(CC)c(=O)[nH]3)C2=O)cc1` (stereo unspecified)?
JMJD2C inh: 9; VLA-4 inh: 6; AGP1 TOR yeast: 97; GRK2 aptamer HTS: 3; RPL19A TOR yeast: 92; LAP4 TOR yeast: 101; MEP2-GFP yeast: 98; CIT2 TOR yeast: 95

How did CCn1c(COc2cccc(C)c2C)nnc1SCC(=O)Nc1cc(C)on1 do in these assays?
JMJD2C inh: 5; VLA-4 inh: -11; AGP1 TOR yeast: 30; GRK2 aptamer HTS: 1; RPL19A TOR yeast: 96; LAP4 TOR yeast: 107; MEP2-GFP yeast: 97; CIT2 TOR yeast: 64

How did COc1ccc(Oc2nc(-c3ccncc3)nc3ccccc23)cc1 do in these assays?
JMJD2C inh: -7; VLA-4 inh: 10; AGP1 TOR yeast: 81; GRK2 aptamer HTS: 0; RPL19A TOR yeast: 93; LAP4 TOR yeast: 125; MEP2-GFP yeast: 89; CIT2 TOR yeast: 82

How did COCC(C)N=CC1=C(O)CC(C)(C)CC1=O (stereo unspecified) do in these assays?
JMJD2C inh: 0; VLA-4 inh: 10; AGP1 TOR yeast: 90; GRK2 aptamer HTS: 1; RPL19A TOR yeast: 94; LAP4 TOR yeast: 99; MEP2-GFP yeast: 91; CIT2 TOR yeast: 97

What do the screens show for `O=c1c2cc(Cl)ccc2nc(-c2ccc([N+](=O)[O-])cc2)n1O`?
JMJD2C inh: -22; VLA-4 inh: -4; AGP1 TOR yeast: 79; GRK2 aptamer HTS: 4; RPL19A TOR yeast: 64; LAP4 TOR yeast: 134; MEP2-GFP yeast: 96; CIT2 TOR yeast: 76

What do the screens show for `COc1ccc(NC(=O)CSc2nnc(-c3ccccc3)n2N)cc1`?
JMJD2C inh: 36; VLA-4 inh: 7; AGP1 TOR yeast: 102; GRK2 aptamer HTS: 0; RPL19A TOR yeast: 101; LAP4 TOR yeast: 103; MEP2-GFP yeast: 105; CIT2 TOR yeast: 95

What do the screens show for `Cc1cc(C)c2nc(NC(=O)C3CSC4(C)CCC(=O)N34)sc2c1` (stereo unspecified)?
JMJD2C inh: -3; VLA-4 inh: -15; AGP1 TOR yeast: 97; GRK2 aptamer HTS: 0; RPL19A TOR yeast: 100; LAP4 TOR yeast: 99; MEP2-GFP yeast: 97; CIT2 TOR yeast: 95

How did Cc1onc(-c2ccccc2Cl)c1C(=O)N1CCN(c2ccccc2)CC1 do in these assays?
JMJD2C inh: -12; VLA-4 inh: -4; AGP1 TOR yeast: 101; GRK2 aptamer HTS: 0; RPL19A TOR yeast: 100; LAP4 TOR yeast: 102; MEP2-GFP yeast: 100; CIT2 TOR yeast: 106

What do the screens show for `Cc1cccc(NC(=O)c2sc(Cl)nc2-c2ccccc2)c1`?
JMJD2C inh: -8; VLA-4 inh: -10; AGP1 TOR yeast: 98; GRK2 aptamer HTS: 0; RPL19A TOR yeast: 102; LAP4 TOR yeast: 108; MEP2-GFP yeast: 122; CIT2 TOR yeast: 96

Results for Cc1ccc(/C=C/c2nnc(-c3cccc(C)c3)o2)cc1 ?
JMJD2C inh: 15; VLA-4 inh: -7; AGP1 TOR yeast: 100; GRK2 aptamer HTS: 0; RPL19A TOR yeast: 95; LAP4 TOR yeast: 107; MEP2-GFP yeast: 105; CIT2 TOR yeast: 98

How did Cc1ccccc1NC(=O)C(=O)NCCc1ccccc1 do in these assays?
JMJD2C inh: 9; VLA-4 inh: 0; AGP1 TOR yeast: 93; GRK2 aptamer HTS: 2; RPL19A TOR yeast: 94; LAP4 TOR yeast: 89; MEP2-GFP yeast: 103; CIT2 TOR yeast: 97

Results for CCN1CCN(Cc2ccc(NC(=O)c3ccc(C)c(NC(=O)N4CCNC4=O)c3)cc2C(F)(F)F)CC1 ?
JMJD2C inh: 2&21; VLA-4 inh: -6&-2; AGP1 TOR yeast: 85&95; GRK2 aptamer HTS: 26&0; RPL19A TOR yeast: 97&90; LAP4 TOR yeast: 115&136; MEP2-GFP yeast: 84&102; CIT2 TOR yeast: 90&86

How did Cc1ccc(NC(=O)CCOc2ccccc2)cc1S(=O)(=O)Nc1ccccc1Cl do in these assays?
JMJD2C inh: 3; VLA-4 inh: -1; AGP1 TOR yeast: 102; GRK2 aptamer HTS: 3; RPL19A TOR yeast: 102; LAP4 TOR yeast: 96; MEP2-GFP yeast: 103; CIT2 TOR yeast: 109
